Screening data (PubChem BioAssay)
GLS inh: blocks human kidney-isoform glutaminase activity; O94925; GLS enzymatic activity, qHTS titration; Potency, µM (top dose mostly 45.5 µM), for the others: at the top dose activity change, negative = inhibition, most hits filed as inhibitors; 0.21% of 410,000 active; also: % is scaled to controls: 0 for no effect and ±100 for the full control effect
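Glutamate formation by hKGA was monitored fluorometrically using coupled glutamate oxidase, HRP and Amplex Red. Substrate was added as 1 mM L-glutamine solution; incubation was 30 min at RT after an initial read.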
POLI inh: inhibitors of human DNA polymerase iota; Q9UNA4; Pol iota fluorescent replication assay, 10 min; AID 588590; 1% of 390,000 active; Potency, µM (top dose mostly 115 µM), inactives show at the highest dose activity, negative = inhibition, most hits filed as inhibitors
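Pol iota at 10 nM preincubated 15 min with compounds at room temperature; reaction started with fluorescent substrate, 50 nM final. Fluorescence read kinetically at 0 and 10 min; buffer-only wells as negative control.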
BLM inh: Bloom syndrome helicase (human) inhibition | Potency, µM (highest dose often 56.1 µM), without a hit: at the highest dose activity change, negative = inhibition, hits mostly inhibitors | 0.2% of 350,000 active | P54132 | recombinant BLM DNA unwinding, fluorescence dequenching;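 also: plate controls were vehicle for no effect and no enzyme for full effect; nearly all actives have a fitted effect of over 35% in size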
Active calls of the source: *; ? = inconclusive; . = no result given; [ ] = another dose, or the depositor's remark. Calls follow the shape of the dose curve; as a rule, active = well fitted curve in the direction sought with a large enough effect; inconclusive = small, poorly fitted or top-dose-only effect, or another doubt; inactive = no such curve, though single readings can be large; an effect the other way counts as inactive or inconclusive. Potency is read from the fitted curve at half-maximal effect. Not all compounds are listed. The share of hits here may be higher or lower than overall.

Below each compound – GLS inh, BLM inh, POLI inh
- CN(Cc1ccccc1)c1ccc(C=O)cc1
    ., ., 29.1%
- COc1cc2c(NC3CCN(C)CC3)nc(N3CCCN(C)CC3)nc2cc1OCCCN(C)C
    ., ., ?
- COc1cc2c(NC3CCN(C)CC3)nc(N3CCCN(C)CC3)nc2cc1OCCCCN(C)C
    ., ., ?
- COc1ccc(CCSc2n[nH]c(C(C)C)n2)cc1
    ., ., 34.9%[activator]
- COc1cc2nc(N3CCN(C)CC3)nc(NC(C)C)c2cc1OC
    ., ., 16.8%
- O=C(Cc1ccc(OCCCCc2ccccc2)cc1)NO
    ., ., 21.3%
- Cc1ccc(S(=O)(=O)N2CCN(c3nc(N(C)c4cc(Cl)ccc4O)nc4ccccc34)CC2)cc1
    ., ., 18.6%
- CN(C)c1ccc(/C=C/c2c3ccccc3nc3ccccc23)cc1
    ., ., -2.8%
- O=C1c2ccccc2C(=O)N1c1nc(-c2ccc(Cl)cc2)cs1
    ., ., -10.2%
- O=C1[C@H](Cc2ccccc2)NC/C=C\C[C@H](c2ccco2)N1Cc1ccccc1
    ., ., -0.4%
- C[C@@H]1[C@H](c2ccccc2)OCCS(=O)(=O)N1Cc1ccc(Cl)cc1
    ., ., 1.1%
- NC1=NC(=O)/C(=C\c2ccc(-c3ccccc3[N+](=O)[O-])o2)S1
    ., ., 20µM*
- Cc1cc(C)c2c(/C=C/c3ccc(N(C)C)cc3)ccnc2c1
    ., ., 18.9%
- Cc1[nH]c2ccccc2c1C(=O)C(C)Sc1nc2ccccc2c(=O)n1Cc1cccnc1 (configuration not stated)
    ., ., 4.0%
- CN(C)c1ccc(/C=C2\C=Cc3ccccc32)c(Cl)c1
    ., ., -2.3%
- Clc1ccc(/C=C/c2ccc3ccccc3n2)c(Cl)c1
    ., ., 29.1%
- CC1CCN(CC[S-])CC1.O.O.[Cl][Pt]
    ., ., 59.3%[activator]
- CC(Oc1ccccc1)C(=O)N[C@@H]1C(=O)N2C(C(=O)O)C(C)(C)S[C@H]12 (some centres not stated)
    ., ., 18.9%
- COc1ccc(/C=C2\C=Cc3ccccc32)cc1
    ., ., 26.2%
- Cc1ccc2nccc(/C=C/c3ccc(N(C)C)cc3)c2c1
    ., ., 14.6%
- C=C1NN(Cc2ccccc2)C(=O)N1c1ccc(OCc2ccccc2)cc1
    ., ., 0.1%
- O=C(C[n+]1cccc(Br)c1)c1ccc(O)c(O)c1
    ., ., ?
- C(=Nc1ccc2ccccc2n1)c1ccccn1
    ., ., -2.1%
- Cc1sc2ccccc2[n+]1CC(=O)c1ccc(F)cc1
    ., ., 25.7%
- C=C1C=C(C(F)F)n2ncc(C(=O)N3CCc4ccccc4C3)c2N1
    ., ., 10.5%
- O=C(Cc1ccc(OCCc2ccccc2)cc1)NO
    ., ., 27.5%
- O=C(COC(=O)c1ccccc1OCc1cccc(Br)c1)Nc1ccc(Br)cc1
    ., ., -8.6%
- Cc1cc(=O)[nH]c2cc(N)ccc12
    ., ., 71.5%[activator]
- COc1cc(OC)c(/C=C/c2nc3ccccc3o2)c(OC)c1
    ., ., 7.7%
- CN1CCCc2ccccc21
    ., ., 4.8%
- Nc1cc([N+](=O)[O-])cc(N)c1N
    ., ., 46.2%[activator]
- CC(c1ccccc1)n1c(-c2ccccc2)n[nH]c1=S (configuration not stated)
    ., ., 9.5%
- O=C(C[n+]1ccccc1)c1ccc(O)c(O)c1
    ., ., ?
- C(=C\c1ccnc2ccccc12)/c1ccc(N2CCN(c3ccc(/C=C/c4ccnc5ccccc45)cc3)CC2)cc1
    ., ., 9.8%
- CCN1CCN(c2ccc(/C=C/c3ccnc4ccccc34)cc2)CC1
    ., ., ?
- c1ccc(-c2ccc(-c3csc4ncnc(Sc5nnnn5-c5ccccc5)c34)cc2)cc1
    ., ., 6.3%
- COc1ccc(CNC(=O)[C@@H]2CC=C[C@@H]3CCN(Cc4ccc(OC)c(OC)c4)C(=O)[C@@H]32)cc1
    ., ., -1.4%
- Cc1ccc(C)c2c(C)ccnc12
    ., ., 56.8%[activator]
- CN(C)C(=O)c1ccc(/C=C/c2ccnc3ccccc23)cc1
    ., ., 4.3%
- Nc1ccc(/C=C2\C=Cc3ccccc32)cc1
    ., ., 9.5%
- CC(CCC(C)[n+]1cccc(C#N)c1)[n+]1cccc(C#N)c1 (configuration not stated)
    ., ., ?
- Cc1ccnc2c([N+](=O)[O-])cccc12
    ., ., -3.9%
- CN(C)c1ccc(/C=C/c2sc3ccccc3[n+]2CCCCI)cc1
    ., ., 79.4µM*
- Cn1c(C(c2cc3ccccc3n2C)c2cc3ccccc3n2C)cc2ccccc21
    ., ., 6.6%
- O=C(C[n+]1ccccc1Br)c1ccc(-c2ccccc2)cc1
    ., ., ?
- CC(=O)Nc1ccc(/C=C/c2ccnc3ccccc23)cc1[N+](=O)[O-]
    ., ., 15.7%
- C1=CN2CC=Cc3cc(/C=C/c4ccnc5ccccc45)cc(c32)C1
    ., ., 79.4µM*
- ICC[n+]1csc2ccccc21
    ., ., 12.6%
- O=C1CCC[C@@H]2C[C@@]3(C[C@@H]4CCN1[C@H]24)Nc1ccccc1NC3=NCc1ccccc1
    ., ., 113.8%[activator]
- COc1cc2c(NC3CCN(C(C)C)CC3)nc(N3CCCN(C)CC3)nc2cc1OCCCN1CCCC1
    ., ., ?
- COc1ccc(/C=C/c2ccnc3ccccc23)cc1OC
    ., ., 3.3%
- C[S+](C)CC(=O)c1ccc2ccccc2c1
    ., ., ?
- OC(C[n+]1c(Cl)ccc2ccccc21)c1ccccc1 (configuration not stated)
    ., ., ?
- CCN(CC)c1nc(NC2CCN(C)CC2)c2cc(OC)c(OC)cc2n1
    ., ., 1.4%
- Cc1ccnc2ccc(I)cc12
    ., ., 46.1%[activator]
- CN(C)c1ccc(N=Nc2ccnc3ccccc23)cc1
    ., ., 15.8%
- COc1cc(-c2noc(C)c2C#CCCN2C(=O)c3ccccc3C2=O)cc(OC)c1OC
    ., ., 11.9%
- Clc1ccc2nc[nH]c2c1
    ., ., 11.1%
- CC(=O)NC1CCCC1C#N (configuration not stated)
    ., ., 23.7%
- S=Cc1ccc(/C=C/c2ccnc3ccccc23)cc1
    ., ., 46.8%[activator]

(cont.)
Below each compound – GLS inh, BLM inh, POLI inh
- C(=Nc1cnc2ccccc2c1)c1ccnc2ccccc12
    ., ., 21.1%
- C(=Nc1ccc(/C=C/c2ccnc3ccccc23)cc1)c1ccc2c(c1)OCO2
    ., ., -25.9%
- C=C1C=C(C(F)(F)F)n2ncc(C(=O)NCc3ccc(F)cc3)c2N1
    ., ., 14.2%
- S=Cc1nc2ccccc2[nH]1
    ., ., 42.5%[activator]
- COc1cc(/C=C/c2nc3ccccc3nc2/C=C/c2cc(OC)c(OC)c(OC)c2)cc(OC)c1OC
    ., ., 25.5%
- O=C(O)/C=C/c1ccc2c(c1)S(=O)(=O)N(C1CCCC1)[C@H]2CC(=O)O
    ., ., ?
- Cc1ccc2oc(-c3ccc(C)c(NC(=O)COc4ccc(Cl)cc4)c3)nc2c1
    ., ., 9.4%
- O=C(Nc1ccc2ccccc2c1)c1nc(S(=O)(=O)Cc2ccccc2F)ncc1Cl
    ., ., -4.3%
- CC(=O)NC(Cc1ccc([N+](=O)[O-])cc1)C(=O)NCC(N)C(=O)c1ccccc1 (configuration not stated)
    ., ., -9.8%
- CNc1c(Br)cc(/C=C2\C=C(C(O)c3cc(Br)c(NC)c(Br)c3)c3ccccc32)cc1Br (configuration not stated)
    ., ., 34.9%[activator]
- COc1ccccc1NC(C)C(=O)c1c(C)[nH]c2ccccc12 (configuration not stated)
    ., ., -5.7%
- Cc1ccnc2ccc(Br)cc12
    ., ., 28.9%
- C[n+]1c(/C=C/c2ccc(F)cc2)ccc2ccccc21
    ., ., 28.7%
- CC(=O)Nc1ccc(SC[C@H](Cc2ccccc2)N2CC[C@@H](N)CCC2=O)cc1
    ., ., 3.8%
- C/C(=C1/C=Nc2ccccc21)c1ccc(N(C)C)cc1
    ., ., 3.3%
- CCN(CC)CCN(CC)c1ccc(/C=C/c2ccnc3ccccc23)cc1
    ., ., 12.6%
- O=C(C[n+]1c(Cl)ccc2ccccc21)c1ccc2ccccc2c1
    ., ., 10.3%
- CC(C)CNc1ncnc2nc[nH]c12
    ., ., -9.7%
- N#Cc1ccc(NC(=O)COc2ccccc2C(=O)Nc2ccccc2)cc1
    ., ., -16.2%
- O=C(Cc1ccc(OCCC2CCCCC2)cc1)NO
    ., ., 19.6%
- CC/C(=C/c1ccccc1)c1cc(Oc2ccccc2)cc2oc3ccccc3c12
    ., ., 4.5%
- CC(C)(C)c1ccc(C(=O)C[n+]2cc(Br)cc(Br)c2)cc1
    ., ., 9.8%
- O=C([C@@H]1CC=C[C@@H]2CCN(C3CC3)C(=O)[C@@H]21)N1CCOCC1
    ., ., 43.7%[activator]
- C1=Cc2ccccc2/C1=C\c1cc[cH-]c1.[Fe+2].c1cc[cH-]c1
    ., ., 1.78µM*
- Nc1nc2ncn(COCCO)c2c(=O)[nH]1
    ., ., 10.7%
- CC(=O)Nc1cc([N+](=O)[O-])cc(NC(C)=O)c1NC(C)=O
    ., ., ?
- Cc1nc2ccccc2nc1-c1csc(-c2ccccc2)n1
    ., ., -16.4%
- O=C(Nc1ccc(Cl)cc1Cl)[C@@H]1CC=C[C@@H]2CCN(Cc3ccccc3)C(=O)[C@@H]21
    ., ., 4.7%
- COc1cc2c(NC3CCN(C)CC3)nc(N3CCCN(C)CC3)nc2cc1OCCCN1CCCCC1
    ., ., ?
- O=C(C[N+]12CN3CN(CN(C3)C1)C2)c1ccc(-c2ccccc2)cc1
    ., ., 11.9%
- O=C1C[C@H]2C=CCc3cccc(c32)CN1Cc1cccc(F)c1
    ., ., 29.0%
- C=CCN(C)CCCCCCOc1ccc(C(=O)c2ccc(Br)cc2)c(F)c1
    ., -1.1%, 42.8%[activator]
- CC#CCOC(=O)c1c(C)nc2sc3c(c2c1N)CC[C@@H](O)C3
    ., -4.8%, -13.0%
- COC(=O)C1=C(C(=O)OC)[C@@H]2N(Cc3ccccc3)c3ccccc3[C@@]23C[C@@H](C(=O)OC)N(S(=O)(=O)c2ccc(C(F)(F)F)cc2)C3=N1
    ., 0.2%[12.4 µM], 17.7%
- O=C(Nc1cccc(Cc2ccccc2)c1)Nc1cccc2[nH]c([C@@H]3O[C@H](CO)[C@@H](O)[C@H](O)[C@H]3O)nc12
    13.0%, ., .
- CCCS(=O)(=O)NC(=O)C1(C)CCCN(C(=O)COc2ccc(Cl)cc2Cl)C1 (configuration not stated)
    2.1%, ., .
- O=C1Nc2ccccc2NC(c2ccc3c(c2)OCO3)=C1N(Cc1ccc(F)cc1)C(=O)c1ccco1
    2.0%, ., .
- CC1(C(=O)NS(=O)(=O)c2cccc(F)c2)CCN1C(=O)c1ccccc1 (configuration not stated)
    7.6%, ., .
- Cc1cn([C@H]2C[C@H](O)[C@@H](/C=C/C(=O)NCCN3CCOCC3)O2)c(=O)[nH]c1=O
    -3.6%, ., .
- O=C(Nc1cccc(S(=O)(=O)N2CCCC2)c1)[C@@H]1O[C@H](CO)[C@H](O)[C@H](O)[C@H]1O
    -7.1%, ., .

Exported as labelled records: part of the list above.
O=C(Nc1ccc(Cl)cc1Cl)[C@@H]1CC=C[C@@H]2CCN(Cc3ccccc3)C(=O)[C@@H]21
  GLS inh = .
  BLM inh = .
  POLI inh = 4.7%

COc1cc2c(NC3CCN(C)CC3)nc(N3CCCN(C)CC3)nc2cc1OCCCN1CCCCC1
  GLS inh = .
  BLM inh = .
  POLI inh = ?

O=C(C[N+]12CN3CN(CN(C3)C1)C2)c1ccc(-c2ccccc2)cc1
  GLS inh = .
  BLM inh = .
  POLI inh = 11.9%

(next part)
Below each compound – GLS inh, BLM inh, POLI inh
- CC(=O)Nc1cc(-c2cccc(C(=O)N(C)C)c2)cn2c(-c3ccc(F)cc3)cnc12
    0.1%, ., .
- COc1ccc(C(C)=O)cc1Cn1c(C)c(C(=O)NCc2cccc(C(F)(F)F)c2)sc1=O
    -10.5%, ., .
- Nc1nc2ccccc2cc1C(=O)NCc1ccc(Cl)cc1Cl
    -2.6%, ., .
- O=C(CC[C@H]1O[C@@H](n2cnc3c(NC(=O)c4ccccc4)ncnc32)[C@H](O)[C@@H]1O)NCC(c1ccccc1)c1ccccc1
    -0.7%, ., .
- OC[C@@H]1CN(CCc2ccccc2)C[C@H](n2cnc3c(N4CCOCC4)ncnc32)O1
    6.1%, ., .
- COCCNc1nc(Oc2cccc(F)c2)c2sccc2n1
    8.6%, ., .
- Cc1cnc(CNC(=O)c2ccc3sc([C@H]4C[C@H](O)[C@@H](CO)O4)nc3c2)cn1
    -5.8%, ., .
- CCOC1=C2CN(S(=O)(=O)c3ccc(C)cc3)[C@H](c3cccc4ccccc34)C[C@H]2C(C#N)(C#N)C(C#N)(C#N)C1
    -11.4%, ., .
- Cc1csc(NC(=O)C2(C)CCN2C(=O)C(C)C)c1C#N (configuration not stated)
    -4.4%, ., .
